# Bcl-B TR3 displacers: displacers of TR3 peptide from Bcl-B, primary screen, selectivity assay for Bfl-1 inhibitor project, biochemical, fluorescence polarization. hit rate 0.11% among 96,000. displacement, % at 20 µM; hits with a dose series show IC50 in µM. FP displacement of FITC-TR3 peptide from Bcl-B; higher % means a stronger effect. AID 748;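 active = displacement above 50% at 20 µM plus a fluorescence interference ratio under 1.5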;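 note: plate controls were wells without compound for no effect and wells lacking Bcl-B protein for full effect; a part of the inactive calls stands beside numbers as strong as those of hits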
# IL1B NFkB pot: enhances IL-1B driven NFkB nuclear translocation. HUVEC IL-1B NFkB p65 nuclear translocation imaging. activation, % at 2 µM. hit rate 0.3% among 94,000;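 active = activation above 40%, about the mean plus 3 SD, also judged a hit on visual image review; inconclusive = activation above 40% but not a hit on visual review; inactive = activation not above 40% and no visual hit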;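 note: percent activation is computed from the nuclear over cytoplasmic p65 intensity ratio; values of inactives mirror those of a sister screen read the other way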
# MRP reversal: compounds reversing MRP-mediated drug resistance. hit rate 0.04% among 85,000. H69AR cells + 2 uM doxorubicin, CellTiter-Glo, 72 h. differential viability (reversal), % at 10 µM;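 active = viability drop by adding the cancer drug above about 55%, with treated viability meeting a 40% cutoff, limit read from the data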;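 note: viability without doxorubicin minus viability with 2 µM doxorubicin for each compound; larger differential means the compound sensitizes cells more to doxorubicin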
# NFkB transloc inh: blocks IL-1B driven NFkB nuclear translocation in HUVEC cells. inhibition, % at 2 µM. AID 796. HUVEC IL-1B NFkB p65 nuclear translocation imaging. hit rate 0.43% among 94,000;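 active = inhibition above about 30% together with a positive call from visual inspection of the well image, limit read from the data; inconclusive = inhibition above a set limit but visual check negative; inactive = inhibition not above a set limit, visual check negative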;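 note: nuclear over cytoplasmic p65 intensity ratio measured by imaging; 0% = IL-1B stimulated DMSO wells and 100% = unstimulated DMSO wells; values of inactives mirror those of a sister screen read the other way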
# PLAP inhibitors HTS: PLAP enzyme inhibitors, biochemical, luminescence, HTS (AID 690); purified PLAP, luminescent substrate; higher % means a stronger effect; inhibition, % at 20 µM, or IC50 in µM where a hit was titrated; hit rate 0.08% among 96,000; in the data active = a potency from the dose series; inactive = the rest, 99 in 100 with inhibition below about 30%; note: strong numbers were not always called active
# MRP reversal cytotoxicity: further read-out of MRP reversal, marked with its call; viability, %; H69AR cells, CellTiter-Glo, 72 h; measured here: cytotoxicity without doxorubicin
# MRP reversal with doxorubicin: further read-out of MRP reversal, marked with its call; viability, %; measured here: viability with 2 uM doxorubicin; stronger effect = lower value
# NFkB transloc inh cell count 2 µM: second read-out of NFkB transloc inh, no call of its own (marks repeat the call); cell count; measured here: cells passing quality filter;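 raw number of nuclei counted in each imaged well without normalization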
# IL1B NFkB pot cell count 2 µM: second read-out of IL1B NFkB pot, no call of its own (marks repeat the call); cell count; measured here: cells passing quality filter
# * hit, by the source's call; ? = inconclusive; / = no result given. Only part of the results is shown (hit frequency here may not be typical).
SMILES,Bcl-B TR3 displacers,IL1B NFkB pot,IL1B NFkB pot cell count 2 µM,MRP reversal,MRP reversal cytotoxicity,MRP reversal with doxorubicin,NFkB transloc inh,NFkB transloc inh cell count 2 µM,PLAP inhibitors HTS
CC(=O)Nc1ccc(S(=O)(=O)Oc2cccc(N3C(=O)C4CCCCC4C3=O)c2)cc1 (configuration not stated),-7.0%,-1.1,113,/,/,/,1.1,113,1.7%
CCCCOc1ccc(NC(=O)CN2CCN(C(=O)OCC)CC2)cc1,/,9.1,163,-4.5,90.0,94.5,-9.1,163,/
COc1ccc(CNC(=O)Nc2cccs2)cc1OC,-5.1%,-14.2,70,/,/,/,14.2,70,13.3%
N/C(=N\OC(=O)CCC1CCCCC1)c1cccc([N+](=O)[O-])c1,6.9%,-1.7,110,/,/,/,1.7,110,18.7%
COCn1c(-c2ccc(OC)cc2)nc2ccccc21,/,?,/,2.5,68.1,65.5,-48.1,113,/
O=C(NN1CCOCC1)c1cc(-c2ccccc2)nc2ccccc12,-0.5%,7.6,167,/,/,/,-7.6,167,-2.5%
COCCn1c(CN2CCN(c3ccccc3)CC2)nc2c1c(=O)n(C)c(=O)n2C,/,-4.0,75,7.7,100.5,92.8,4.0,75,/
O=C(Cn1c(=O)n(CC(=O)NCc2ccccc2)c2ccccc21)NCc1ccccc1,/,-4.2,87,12.6,74.1,61.5,4.2,87,/
Cc1cccc2[nH]c3c(N4CCN(C(=O)c5ccco5)CC4)ncnc3c12,-16.4%,-4.1,129,/,/,/,4.2,129,-1.7%
CCC(C)(C)NC(=O)C(c1ccncc1)N(Cc1ccc(C)cc1)C(=O)c1csnn1 (configuration not stated),/,12.2,14,-0.8,82.6,83.4,-12.2,14,/
ONC=Nc1cccc2nonc12,5.7%,3.4,155,-10.5,91.2,101.8,-3.4,155,23.8%
O=C(NCC(=O)N(Cc1ccco1)C(C(=O)NC1CCCCC1)c1cccnc1)c1cccs1 (configuration not stated),5.9%,-2.9,176,11.5,99.8,88.3,2.9,176,-50.7%
CCCOc1ccc(Cc2nc(N)nc(N)n2)cc1,-1.6%,-3.2,181,-33.8,50.4,84.2,3.2,181,11.1%
CCCN(N=Nc1cccc([N+](=O)[O-])c1)c1cccc([N+](=O)[O-])c1,-3.9%,15.7,199,-1.4,73.7,75.1,-15.7,199,61.9%
CCn1c(CNC(=O)c2ccc(OC)cc2)nnc1SC,2.9%,14.9,161,1.9,97.8,95.9,-14.9,161,-8.9%
CNC(=O)COC(=O)c1cc(NC(=O)c2ccco2)c(OC)c(OC)c1,-0.6%,-3.1,213,/,/,/,3.1,213,18.5%
O=C(O)CSc1ncnc2nc[nH]c12,-7.8%,14.8,166,/,/,/,-14.8,166,12.4%
O=C(NCc1ccc(Cl)cc1)c1cc2c(nc3sccn32)s1,-13.0%,5.1,77,-7.5,92.9,100.4,-5.1,77,-0.3%
COc1cccc(-c2nnc(NC(=O)C3CCCCC3)o2)c1,3.9%,0.0,165,4.0,78.7,74.7,0.0,165,7.7%
COc1ccc(Cl)cc1NC(=O)C1CC(=O)N(c2ccc(F)cc2)C1 (configuration not stated),-3.9%,4.0,102,14.3,85.2,70.9,-4.0,102,31.0%
Clc1ccc(-c2nc3ncccn3c2Nc2ccc3c(c2)OCO3)cc1,17.2%,7.3,125,/,/,/,-7.3,125,16.4%
N#Cc1c(NC(=O)CSc2nnc(-c3ccco3)n2-c2ccccc2)sc2c1CCC2,-26.8%,3.4,151,18.5,99.4,80.9,-3.4,151,-33.9%
Cc1nnc2c(Oc3ccccc3)nc3ccccc3n12,-5.5%,11.8,166,20.8,82.5,61.6,-11.8,166,-5.8%
O=C(CCn1c(=O)c2ccccc2n(CC(=O)NC2CCCC2)c1=O)NCc1ccco1,6.5%,-8.8,157,11.7,95.5,83.8,8.8,157,4.3%
Clc1ccccc1-c1nc2ccccc2c2nncn12,-12.1%,8.8,153,5.9,81.0,75.1,-8.8,153,25.8%
COc1ccc(C(=O)C(OC(=O)CNC(=O)c2ccco2)c2ccccc2)cc1 (configuration not stated),0.9%,3.5,162,-7.3,82.0,89.3,-3.5,162,-9.4%
COc1ccc(NC(=O)C2OC3OC(C)(C)OC3C3OC(C)(C)OC23)cc1 (configuration not stated),-0.9%,-2.7,136,/,/,/,2.7,136,1.4%
COC(=O)CSc1nnc(-c2ccco2)n1-c1ccc(C)cc1,0.3%,-5.4,64,15.8,93.1,77.3,5.4,64,-23.2%
Cc1oc(-c2ccccc2F)nc1CS(=O)(=O)CC(=O)N1CCOCC1,-2.0%,/,/,1.6,95.5,93.8,/,/,5.7%
Cc1ccc(OC(=O)c2cccc(C(=O)Oc3ccc(C)cn3)n2)nc1,-4.5%,4.7,106,8.2,88.1,79.9,-4.7,106,-56.0%

# An excerpt of these results, as tab-separated lines:
Compound	Bcl-B TR3 displacers	IL1B NFkB pot	IL1B NFkB pot cell count 2 µM	MRP reversal	MRP reversal cytotoxicity	MRP reversal with doxorubicin	NFkB transloc inh	NFkB transloc inh cell count 2 µM	PLAP inhibitors HTS
Clc1ccccc1-c1nc2ccccc2c2nncn12	-12.1%	8.8	153	5.9	81.0	75.1	-8.8	153	25.8%
COc1ccc(NC(=O)C2OC3OC(C)(C)OC3C3OC(C)(C)OC23)cc1 (configuration not stated)	-0.9%	-2.7	136	/	/	/	2.7	136	1.4%

# New compounds follow.
SMILES,Bcl-B TR3 displacers,IL1B NFkB pot,IL1B NFkB pot cell count 2 µM,MRP reversal,MRP reversal cytotoxicity,MRP reversal with doxorubicin,NFkB transloc inh,NFkB transloc inh cell count 2 µM,PLAP inhibitors HTS
CCn1c(=O)c(C(=O)NCc2ccccn2)c(O)c2ccccc21,0.7%,32.6,113,9.3,77.3,68.0,-32.6,113,-55.8%
CC1=C(OC(=O)c2ccccc2)C(C)(C)C(c2ccccc2)OC1=O (configuration not stated),-2.2%,-6.1,67,-3.6,69.4,73.0,6.1,67,-3.7%
CC(C)COc1ccc(-c2nn(-c3ccccc3)cc2C(=O)Nc2nccs2)cc1,-11.1%,5.1,188,-1.4,83.2,84.6,-5.1,188,-19.1%
Cc1nnc(C)n1/N=C/c1ccccn1,-0.7%,-6.0,118,-9.4,77.7,87.0,6.0,118,4.0%
Cc1ccc(C)c(/C(O)=C2\C(=O)C(=O)N(Cc3cccnc3)C2c2cccnc2)c1 (configuration not stated),9.5%,?,/,7.8,104.1,96.4,-86.8,191,-7.8%
NS(=O)(=O)c1ccc(CCNC(=O)CCCC2=NS(=O)(=O)c3ccccc3N2)cc1,5.5%,12.4,60,/,/,/,-12.4,60,-12.4%
CC(=O)N(CC1CCCO1)c1nnc(-c2cnccn2)s1 (configuration not stated),0.2%,-4.8,201,13.7,103.7,90.1,4.8,201,14.7%
O=C(CSc1nc(-c2ccco2)cc(C(F)(F)F)n1)Nc1ccc(C(=O)N2CCCCC2)cc1,-5.7%,19.2,56,2.0,80.5,78.5,-19.2,56,-57.9%
CCOC(=O)C1CCN(c2cc(=O)n(-c3ccc(OC)cc3)c(=O)[nH]2)CC1,-1.9%,19.1,180,/,/,/,-19.1,180,14.3%
Cc1cccc(N2C(=O)C3C4CC(C(Br)C4Br)C3C2=O)n1 (configuration not stated),-16.1%,-12.0,116,/,/,/,12.0,116,-6.1%
CCOC(=O)c1cc(CC)sc1NC(=O)C(c1ccccc1)c1ccccc1,-15.0%,-1.1,198,3.4,83.8,80.4,1.1,198,-14.2%
NC(=O)COC(=O)c1ccc(Oc2ccccc2)cc1,-0.5%,-7.7,68,8.0,109.4,101.4,7.7,68,-4.8%
CC(=O)c1ccc(N2CCN(C(=O)CCCn3c(=S)[nH]c4cc5c(cc4c3=O)OCO5)CC2)cc1,8.6%,1.0,84,3.6,72.7,69.1,-1.0,84,3.7%
O=C(CN1CCN(c2ccccn2)CC1)Nc1cc(C(F)(F)F)ccc1Cl,1.7%,30.7,181,-10.6,68.4,79.0,-30.7,181,-8.2%
COC(=O)c1ccccc1NC(=O)NCc1ccco1,-7.1%,22.6,112,0.4,91.1,90.7,-22.6,112,-33.2%

# The last five entries of the section before lead into the next.
SMILES,Bcl-B TR3 displacers,IL1B NFkB pot,IL1B NFkB pot cell count 2 µM,MRP reversal,MRP reversal cytotoxicity,MRP reversal with doxorubicin,NFkB transloc inh,NFkB transloc inh cell count 2 µM,PLAP inhibitors HTS
CCOC(=O)c1cc(CC)sc1NC(=O)C(c1ccccc1)c1ccccc1,-15.0%,-1.1,198,3.4,83.8,80.4,1.1,198,-14.2%
NC(=O)COC(=O)c1ccc(Oc2ccccc2)cc1,-0.5%,-7.7,68,8.0,109.4,101.4,7.7,68,-4.8%
CC(=O)c1ccc(N2CCN(C(=O)CCCn3c(=S)[nH]c4cc5c(cc4c3=O)OCO5)CC2)cc1,8.6%,1.0,84,3.6,72.7,69.1,-1.0,84,3.7%
O=C(CN1CCN(c2ccccn2)CC1)Nc1cc(C(F)(F)F)ccc1Cl,1.7%,30.7,181,-10.6,68.4,79.0,-30.7,181,-8.2%
COC(=O)c1ccccc1NC(=O)NCc1ccco1,-7.1%,22.6,112,0.4,91.1,90.7,-22.6,112,-33.2%
CC1(C)NC(=O)N(CCCCOc2ccc(Br)cc2Cl)C1=O,-1.0%,16.1,131,0.6,82.6,82.0,-16.1,131,-56.1%
CCn1c(SCc2cccnc2)nnc1-c1c[nH]c2ccccc12,-6.8%,/,/,0.9,90.3,89.4,/,/,2.7%
COc1cccc(-c2csc(N3CCN(C(=S)Nc4cccc(Cl)c4)CC3)n2)c1,-5.8%,9.1,127,/,/,/,-9.1,127,-10.9%
CCc1ccc(NC(=O)CSc2nc3cc(C(=O)OC)ccc3c(=O)n2CC2CCCO2)cc1 (configuration not stated),0.4%,-4.1,134,0.8,3.5,2.7,4.1,134,10.6%
COCCOC(=O)C1=C(C)NC(=O)NC1c1c(OC)ncnc1OC (configuration not stated),-2.9%,/,/,-16.5,89.1,105.7,/,/,5.1%
O=c1[nH]c2ccc(S(=O)(=O)N3CCCCC3)cc2o1,/,-2.6,86,10.3,85.7,75.5,2.6,86,/
O=S(=O)(Nc1ncn[nH]1)c1ccc(Cl)cc1,-0.4%,5.2,146,11.8,93.3,81.6,-5.3,146,-16.7%
O=C(Cc1ccc(NS(=O)(=O)c2ccc(F)cc2)cc1)NCc1ccccc1,0.4%,33.8,181,5.3,90.1,84.8,-33.8,181,-26.7%
O=C(c1ccc(Br)cc1)C1CCc2occc2C1=O (configuration not stated),-0.4%,-4.3,120,2.2,93.3,91.0,4.3,120,-29.8%
CCOC(=O)N1CCC(N2CCN(S(=O)(=O)CC)CC2)CC1,-2.8%,-1.0,117,/,/,/,1.0,117,7.6%
COc1ccccc1C1NC(=O)NC(C)=C1C(C)=O (configuration not stated),2.8%,-6.9,201,59.1,153.7,94.6,6.9,201,/
Cc1ccc(S(=O)(=O)N[C@H](C(=O)N2CCC(C(=O)NCC(=O)O)CC2)C(C)C)cc1,-8.6%,-5.5,78,6.0,101.9,95.8,5.5,78,-4.6%
COc1ccc(NC(=O)C2CC(=O)OC23CCOC(C)(C)C3)cc1 (configuration not stated),-5.0%,9.7,163,-6.9,88.1,95.0,-9.7,163,-22.0%
O=C(c1ccco1)N1CCN(Cc2cccnc2)CC1,-1.7%,-3.2,174,/,/,/,3.2,174,9.1%
O=S(=O)(c1ccccc1)N1CCN(C2CCCCCCC2)CC1,4.9%,22.4,142,5.9,87.1,81.2,-22.4,142,-11.5%
CN(C)CCSc1nc(N)c2c3c(sc2n1)COC(C)(C)C3,/,5.2,142,-5.0,91.2,96.2,-5.2,142,/
N#Cc1c(NC(=O)c2ccccc2)sc2c1CCC2,-1.3%,11.3,62,-25.9,21.4,47.3,-11.3,62,18.0%
COc1cc(NC(=O)c2cc3sccc3n2C)cc(OC)c1,-1.5%,-11.2,159,0.8,70.6,69.9,11.3,159,12.1%
Cc1ccccc1NC(=O)CSc1nc(N2CCCCC2)nc(N2CCCCC2)n1,-13.7%,-9.7,150,/,/,/,9.7,150,-10.2%

# Assay outcomes (PubChem)
